# Screening data deposited in PubChem BioAssay by Sanford-Burnham Center for Chemical Genomics.
# mIAP block = inhibitors of mouse IAP, primary screen, biochemical, luminescence, uHTS | intestinal alkaline phosphatase [Mus musculus] | purified mouse IAP, CDP-Star luminescence, 30 min | inhibition, % at 10 µM | 330,000 tested, 0.2% active | AID 2806, 2010;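 active = inhibition of at least 40% at 10 µM in the primary screen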;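 also: plate controls were DMSO with enzyme for no effect and no enzyme wells for full effect; values of inactives mirror those of a sister screen read the other way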
# ATG4B inhibitor = ATG4B protease inhibitors, primary screen, biochemical, fluorescence, uHTS. 340,000 tested, 0.51% active. Cysteine protease ATG4B (Homo sapiens), Q9Y4P1. ATG4B cleavage of LC3-PLA2, NBD-HPC fluorescence, 1 h. AID 504462, 2011. inhibition, % at 8.33 µM; in the data active = inhibition above about 40%
# Target sequence (Q9Y4P1 whole entry, looked up): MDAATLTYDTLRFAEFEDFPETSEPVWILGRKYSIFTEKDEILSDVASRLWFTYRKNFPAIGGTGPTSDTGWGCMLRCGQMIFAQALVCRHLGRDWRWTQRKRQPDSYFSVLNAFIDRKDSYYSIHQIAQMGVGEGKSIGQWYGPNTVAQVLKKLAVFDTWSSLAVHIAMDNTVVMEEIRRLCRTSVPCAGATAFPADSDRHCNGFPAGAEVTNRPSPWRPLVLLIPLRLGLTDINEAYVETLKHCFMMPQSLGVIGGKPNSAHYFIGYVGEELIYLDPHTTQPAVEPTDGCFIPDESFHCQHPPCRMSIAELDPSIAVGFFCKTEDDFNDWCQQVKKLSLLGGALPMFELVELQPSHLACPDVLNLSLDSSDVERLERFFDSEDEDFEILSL
# HKDC1 inhibitor = HKDC1 hexokinase inhibitors, primary screen, biochemical, fluorescence, uHTS; recombinant HKDC1, G6PDH/diaphorase resazurin coupled fluorescence; inhibition, % at 20 µM; 340,000 tested, 0.16% active; Q2TB90; AID 493160, 2011;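 active = inhibition above about 35% when tested at 20 µM, limit read from the data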;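 also: plate controls were DMSO wells with enzyme for no effect and DMSO wells lacking enzyme for full effect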
#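 Test system: recombinant HKDC1 (HK5) hexokinase enzyme, produced in-house; Amount: enzyme 5 µg/mL final; Buffer or medium: Tris pH 8.0 buffer with MgCl2, Tween-20, BSA, BME; Reagent: glucose and ATP substrates; Doses: 20 µM test compound, 1% DMSO; Incubation: 90 min reaction incubation at room temperature, dark; Detection: resorufin fluorescence at 613 nm.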
# mIAP activ = activators of mouse IAP, primary screen, biochemical, luminescence, uHTS; muIAP, CDP-Star luminescence, 30 min; hits give high values; 1 = vehicle-only enzyme signal, 0 = enzyme-free wells; activation factor at 10 µM; 330,000 tested, 0.24% active; AID 2805, 2010;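 active = activation factor of at least 2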; also: the source names both 10 and 20 µM as test concentration; values of inactives mirror those of a sister screen read the other way
#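 System: Mouse IAP enzyme | Also added: CDP-Star substrate | Dosing: Compounds dispensed in DMSO | Schedule: 30 min enzyme-substrate-compound incubation at room temperature | Technique: Chemiluminescence readout | Control set: DMSO-only wells and no-enzyme negative control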
# A3A deaminase = APOBEC3A ssDNA deaminase inhibitors, primary screen, selectivity assay for APOBEC3G inhibitor project, biochemical, FAM/TAMRA oligo cleavage fluorescence. DNA dC->dU-editing enzyme APOBEC-3A (Homo sapiens), P31941. recombinant A3A, FAM/TAMRA ssDNA deamination fluorescence. inhibition, % at 20 µM. 330,000 tested, 0.41% active;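 active = at least 40% inhibition at 20 µM here, with at most 30% in a related deaminase screen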;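 also: plate controls were A3A with DMSO for no effect and wells lacking A3A enzyme for full effect; some results filed as inactive read as strong as hits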
# Target sequence (P31941 whole entry, looked up): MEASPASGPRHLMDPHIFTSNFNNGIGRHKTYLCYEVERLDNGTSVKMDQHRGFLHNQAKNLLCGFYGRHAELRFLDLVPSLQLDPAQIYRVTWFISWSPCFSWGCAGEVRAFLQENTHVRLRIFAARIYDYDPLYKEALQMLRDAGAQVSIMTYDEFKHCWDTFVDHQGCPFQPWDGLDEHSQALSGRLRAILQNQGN
# PfG6PD inh = PfG6PD enzyme inhibitors, primary screen, biochemical, fluorescence intensity, uHTS; PfGluPho enzyme, NADPH resazurin-diaphorase fluorescence; 350,000 tested, 0.78% active; glucose-6-phosphate dehydrogenase-6-phosphogluconolactonase (Plasmodium falciparum 3D7); inhibition, % at 20 µM; AID 504690, 2011;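 active = inhibition reaching at least a set limit at 20 µM in the primary screen, cut at about 59% in these data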;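 also: 0% = DMSO wells with substrate and 100% = DMSO wells lacking glucose-6-phosphate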
# hIAP activ = human IAP activators, primary screen, biochemical, luminescence, uHTS. AID 2524, 2010. purified human IAP, CDP-Star luminescence, 30 min; hits give high values; 1 = vehicle-only enzyme, 0 = enzyme-free background. activation factor at 10 µM. Intestinal-type alkaline phosphatase (Homo sapiens), P09923. 330,000 tested, 0.16% active;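 active = activation factor of the enzyme at least 2-fold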; also: the source names both 10 and 20 µM as test concentration; values of inactives mirror those of a sister screen read the other way
# hIAP block = human IAP inhibitors, primary screen, biochemical, luminescence, uHTS; purified IAP, CDP-Star luminescence, 30 min; 330,000 tested, 0.12% active; Intestinal-type alkaline phosphatase (Homo sapiens), P09923; inhibition, % at 10 µM;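 active = inhibition reaching a set limit with compound at 10 µM in the primary screen, cut at about 35% in these data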;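 also: plate controls were DMSO wells with enzyme for no effect and no-enzyme buffer wells for full effect; values of inactives mirror those of a sister screen read the other way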
# * marks the source's active call; other numbers are inactive results.
1: CCCC1Cc2c(sc3ncnc(N)c23)CO1 (configuration not stated)
2: NCCCCCc1cn(CC(=O)NCCCCCCCCCCC(=O)N2CCNCC2)nn1
3: COc1ccc(C(=O)CN2C(=O)NC3(CCc4ccccc43)C2=O)cc1 (configuration not stated)
4: CCOc1ccc(NC(C)=O)cc1N
5: O=C1c2cccc3cccc(c23)C(=O)N1/N=C/c1ccc(O)cc1O
6: O=S(=O)(NC1=NCCC1)c1ccc(F)cc1
7: CCN1CCN(C(=O)Nc2ccc(OC)cc2OC)CC1
8: Cc1nc(CN2CCN(S(=O)(=O)c3c(Cl)cc(Br)cc3Cl)CC2)cs1

assay / compound	1	2	3	4	5	6	7	8
hIAP activ	1.1	0.94	1.1	0.87	1.8	0.93	1	1
hIAP block	-10	6	-5	13	-81	8	-2	0
A3A deaminase	4	2	-1	-4	-5	0	-2	-2
HKDC1 inhibitor	0	1	-1	0	-3	-5	-2	3
ATG4B inhibitor	-10	-5	-1	6	4	-6	10	-9
mIAP block	11	-14	4	4	-10	-8	0	0
PfG6PD inh	-1	-5	-2	36	-5	-2	9	-3
mIAP activ	0.89	1.1	0.96	0.96	1.1	1.1	1	1

9: COc1cc(NC(=O)Cn2cnc(S(=O)(=O)N3CCCCC3)c2)cc(OC)c1OC
10: CC(=O)Nc1ccc(NC2CCCCC2NS(=O)(=O)c2ccccc2)cc1 (configuration not stated)
11: O=C(COc1ncnc2cc([N+](=O)[O-])ccc12)N(CCc1ccccc1)Cc1ccccc1
12: O=[N+]([O-])c1ccc(Cc2cncc(O)c2)cc1
13: O=C(COC(=O)c1cccc(Br)c1)Nc1ccc2[nH]c(=O)[nH]c2c1
14: COCCNC(=S)NC(=O)CC12CC3CC(CC(C3)C1)C2
15: Cc1ccc(CNC(=O)c2ccccc2N(C)S(C)(=O)=O)cc1
16: CC(=O)c1ccc(N2CCN(C(=O)Nc3ccc(C)cc3)CC2)cc1

assay / compound	9	10	11	12	13	14	15	16
hIAP activ	0.93	1	1.2	0.99	1.1	1.2	1.1	0.98
hIAP block	7	-5	-21	1	-5	-18	-12	2
A3A deaminase	1	-7	2	-1	1	-2	-2	0
HKDC1 inhibitor	-1	-1	-1	8	-3	-5	-14	-11
ATG4B inhibitor	4	0	-3	0	9	2	-7	-7
mIAP block	9	-4	9	-7	-2	3	11	-4
PfG6PD inh	-4	0	3	12	-2	-16	10	3
mIAP activ	0.91	1	0.91	1.1	1	0.97	0.89	1

17: Cn1c(=O)c(C(=O)CN2CCOCC2)c(N)n(Cc2ccccc2)c1=O
18: O=C(CNS(=O)(=O)c1ccc2ccccc2c1)OCc1nnc(-c2ccccc2)o1
19: CC(=O)Nc1cccc(-c2nc3ccccc3s2)c1
20: Nc1ccc(C(=O)N2CCN(S(=O)(=O)c3ccc(Cl)cc3)CC2)cc1[N+](=O)[O-]
21: Cc1cc(Nc2ccc(Cl)cc2)nc(N2CCOCC2)n1
22: O=C(c1cccc(S(=O)(=O)NCc2ccccc2)c1)N1CCCC1
23: Cc1cc(-c2csc(NC(=O)c3cccc(S(=O)(=O)N(C)C)c3)n2)c(C)n1-c1ccccc1
24: Cc1nc2ccccc2c2oc(C(=O)NCCCN3CC(C)CC(C)C3)cc12 (configuration not stated)

assay / compound	17	18	19	20	21	22	23	24
hIAP activ	0.9	0.91	0.98	1.2	0.87	1.1	0.91	1.1
hIAP block	10	9	2	-19	13	-7	9	-5
A3A deaminase	2	2	-3	-2	-3	1	-3	6
HKDC1 inhibitor	-4	1	1	0	1	-4	-5	-2
ATG4B inhibitor	2	-22	-11	-10	5	-2	-12	-1
mIAP block	5	7	1	3	-13	3	28	-10
PfG6PD inh	11	3	18	8	75*	15	10	-11
mIAP activ	0.95	0.93	0.99	0.97	1.1	0.97	0.72	1.1

25: CN1[C@@H](CC(=O)c2ccccc2)CCC[C@H]1C[C@H](O)c1ccccc1
26: CCN1CCN(C(=O)N(c2ccccc2)c2ccccc2)CC1
27: N#Cc1cnn(-c2ccc(F)cc2)c1N
28: CCC1(CC)Cc2ccccc2-c2nc(NCCO)[nH]c(=O)c21
29: CC1CCCCN1C(=O)CN1C(=O)CSc2ccc(S(=O)(=O)N3CCOCC3)cc21 (configuration not stated)
30: CC(C)(C)n1ncc2c(=O)n(Cc3ccccc3Br)cnc21
31: CCC1(c2ccccc2)NC(=O)N(CC(=O)Nc2ccc3c(C)cc(=O)oc3c2)C1=O (configuration not stated)
32: COC(=O)c1sc2cc(C(F)(F)F)cnc2c1-c1ccccn1

assay / compound	25	26	27	28	29	30	31	32
hIAP activ	1.3	1.1	1	0.8	1.3	1.1	1	1
hIAP block	-28	-9	-4	20	-26	-6	-2	0
A3A deaminase	-2	0	8	2	-4	-4	8	8
HKDC1 inhibitor	-4	-3	-3	0	-7	-2	-8	-4
ATG4B inhibitor	4	3	-5	-3	3	41*	-23	-1
mIAP block	-9	3	-9	6	-6	-3	8	-12
PfG6PD inh	3	-3	11	17	-2	-10	9	1
mIAP activ	1.1	0.97	1.1	0.94	1.1	1	0.92	1.1

33: CCC(=NC)C1=C(O)CC(c2ccccc2)CC1=O (configuration not stated)
34: CCc1ccc(NC(=O)C(C)OC(=O)C2CCN(c3ccc(C(F)(F)F)cn3)CC2)cc1 (configuration not stated)
35: CSc1ccccc1NC(=O)CN(c1cc(C)cc(C)c1)S(C)(=O)=O
36: CNC(=O)/C(C#N)=C/c1c(N2CCN(c3ccccc3)CC2)nc2c(C)cccn2c1=O
37: COc1ccccc1CNC(=O)C1CCC(CNS(=O)(=O)c2ccc(NC(C)=O)cc2)CC1 (configuration not stated)
38: CCCC(=O)N(CCN(Cc1ccccc1)C(=O)CCC)Cc1ccccc1
39: COC(=O)C1=C(C(=O)OC)[C@@H]2N(Cc3ccccc3)c3ccccc3[C@@]23C[C@@H](C(=O)OC)N(C(=O)c2ccc(Br)cc2)C3=N1
40: CCc1cccc(NC(=O)c2cccc3c2C(=O)N(C2CCCCC2)C3)c1

assay / compound	33	34	35	36	37	38	39	40
hIAP activ	0.69	0.94	0.85	0.77	1	0.9	0.91	0.87
hIAP block	32	6	15	23	-2	10	9	13
A3A deaminase	-1	0	0	-2	1	2	-4	-2
HKDC1 inhibitor	5	2	1	2	-1	0	-3	0
ATG4B inhibitor	4	-7	-4	0	-5	-1	-5	-7
mIAP block	6	-10	6	3	1	9	4	1
PfG6PD inh	-23	2	-3	-13	-2	-6	6	31
mIAP activ	0.94	1.1	0.94	0.97	0.99	0.91	0.96	0.99

# Of the compounds above, these have a nitro group on carbon:
11: O=C(COc1ncnc2cc([N+](=O)[O-])ccc12)N(CCc1ccccc1)Cc1ccccc1
12: O=[N+]([O-])c1ccc(Cc2cncc(O)c2)cc1
20: Nc1ccc(C(=O)N2CCN(S(=O)(=O)c3ccc(Cl)cc3)CC2)cc1[N+](=O)[O-]

assay / compound	11	12	20
hIAP activ	1.2	0.99	1.2
hIAP block	-21	1	-19
A3A deaminase	2	-1	-2
HKDC1 inhibitor	-1	8	0
ATG4B inhibitor	-3	0	-10
mIAP block	9	-7	3
PfG6PD inh	3	12	8
mIAP activ	0.91	1.1	0.97

# The listing continues:
41: Cc1noc(NS(=O)(=O)c2ccc(N/C=C/C(=O)c3ccccc3)cc2)c1C
42: O=C1c2ccc3c4c(ccc(c24)C(=O)N1NC(=O)C(F)(F)F)CC3
43: S=C(NCc1ccccn1)Nc1ccc(Br)cc1Cl
44: O=C(N/N=C/c1cccnc1)c1cccc(Br)c1
45: CCOC(=O)CCC(NC(=O)CCCCC(=O)NC(CCC(=O)OCC)C(=O)OCC)C(=O)OCC (configuration not stated)
46: Cn1c(CN2CCN(C(=O)c3ccccc3Cl)CC2)nc2cc([N+](=O)[O-])ccc21
47: N/C(=N\OC(=O)CSc1ccccc1)c1ccccn1
48: C=C(C)Cn1c(SCCCO)nc2c1c(=O)[nH]c(=O)n2C

assay / compound	41	42	43	44	45	46	47	48
hIAP activ	1.1	1	0.96	1	1	1	1.2	0.91
hIAP block	-8	0	4	-4	-4	-4	-15	9
A3A deaminase	-4	8	2	-3	-9	-1	1	3
HKDC1 inhibitor	-4	4	-4	2	13	-5	0	5
ATG4B inhibitor	-10	8	-10	3	-9	-3	-6	-4
mIAP block	8	4	-12	1	-14	16	-14	-3
PfG6PD inh	-22	-7	-1	-19	2	-21	6	-2
mIAP activ	0.92	0.96	1.1	0.99	1.1	0.84	1.1	1

# 3 compounds out of the list above, ordered by their value in ATG4B inhibitor, smallest number first:
nr	Compound	ATG4B inhibitor
41	Cc1noc(NS(=O)(=O)c2ccc(N/C=C/C(=O)c3ccccc3)cc2)c1C	-10
48	C=C(C)Cn1c(SCCCO)nc2c1c(=O)[nH]c(=O)n2C	-4
44	O=C(N/N=C/c1cccnc1)c1cccc(Br)c1	3

# (further entries)
49: c1ccc(CNc2ncnc3sc4c(c23)CCC4)nc1
50: CC1CCC2CCCCC2N1C(=O)c1cc([N+](=O)[O-])cc([N+](=O)[O-])c1 (configuration not stated)
51: CCCCNC(=O)Cc1ccc(Br)cc1
52: Cc1ccc(C(=O)NCC(=O)NC2CC2)cc1
53: Cc1cccc(N2CCN(C(=O)NCc3ccc(Cl)cc3)CC2)c1
54: Cc1sc(-c2ccncc2)nc1OC(=O)c1ccc(F)cc1F
55: Clc1cccc(Cl)c1CO/N=C/c1cccs1
56: COc1ccc(CCNCCN2CCOCC2)cc1

assay / compound	49	50	51	52	53	54	55	56
hIAP activ	1.3	1.1	1	1.1	1	0.87	0.89	0.73
hIAP block	-32	-13	-3	-8	-5	13	11	27
A3A deaminase	0	-4	-4	1	2	-5	1	-1
HKDC1 inhibitor	-5	0	-5	-9	-10	-6	-3	7
ATG4B inhibitor	4	-1	-5	4	-8	-6	-11	4
mIAP block	3	-6	-18	-3	-19	12	-11	-3
PfG6PD inh	-8	7	-10	-17	-6	-4	-5	-12
mIAP activ	0.97	1.1	1.2	1	1.2	0.88	1.1	1

57: CCC(C)N(C(=O)COC(=O)c1ccc(=O)n(Cc2ccccc2)n1)C1CCS(=O)(=O)C1 (configuration not stated)
58: COC(=O)c1ccc(C(NC(=O)OCc2ccccc2)/C(F)=C/[C@@H](C)C(=O)NCc2ccc(OC)c(OC)c2)cc1 (some centres not stated)
59: COc1cccc(/C=C2\SC(=O)N(CC(=O)NC3CCS(=O)(=O)C3)C2=O)c1 (configuration not stated)
60: Cc1ccc(CNC(=O)c2c(-c3ccccc3)sc3ccccc23)o1

assay / compound	57	58	59	60
hIAP activ	0.95	0.95	1.3	0.83
hIAP block	5	5	-30	17
A3A deaminase	-1	-2	0	-3
HKDC1 inhibitor	-5	-2	6	-5
ATG4B inhibitor	2	6	13	12
mIAP block	6	1	-11	-7
PfG6PD inh	-7	5	-18	-1
mIAP activ	0.94	0.99	1.1	1.1
